EBV LMP1 NFkB: EBV LMP1-driven NF-kappaB luciferase reporter inhibitors, primary screen, cell-based, luminescence, single point; LMP1-induced NF-kappaB luciferase reporter cells; AID 504558, 2011; hit rate 0.69% among 350,000; inhibition, % at 12.5 µM; in the data active = inhibition above about 41%;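 note: 0% = neutral control wells and 100% = reference inhibitor control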
TROY signal inh: inhibitors of TROY-driven NF-kB signaling, primary screen, Q293 LMP1-TROYcd cells, NF-kB luciferase, uHTS; AID 1347056, 2019; inhibition, % at 10 µM; Q293 LMP1-TROYcd NF-kB luciferase reporter, 4 h; hit rate 0.98% among 360,000;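 active = compounds whose plate-normalised and pattern-corrected inhibition of the luciferase reporter signal at the single screening dose is 50% or more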
LRH-1 inv ag: LRH-1 (NR5A2) inverse agonists, primary screen, cell-based, luminescence, HEK293T, StAR-luciferase reporter; Nuclear receptor subfamily 5 group A member 2 (Homo sapiens), O00482; LRH-1 transfected, 24 h; inhibition, % at 3.6 µM; hit rate 0.13% among 360,000;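 active = inhibition above the mean inhibition of all tested compounds plus 3 SD, cut at about 73% in these data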;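 note: 0% = DMSO wells and 100% = reporter-only cells lacking LRH-1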
COUP-TFII inh: NR2F2 transcriptional activity inhibitors, primary screen, cell-based, luciferase reporter, HEK293T, luminescence. COUP transcription factor 2 (Homo sapiens), P24468. HEK293T NGFI-A luciferase reporter. inhibition, % at 8.6 µM. hit rate 0.7% among 370,000;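 active = inhibition above a per-plate cutoff, mean inhibition of test wells between control levels plus 3 SD, cut at about 38% in these data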;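 note: cells cotransfected with COUP-TFII expression vector driving the NGFI-A reporter; 0% = median of COUP-TF2 test wells and 100% = reporter-only cells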
NCOA3 inh: SRC3 coactivator transcriptional activity inhibitors, primary screen, cell-based, luminescence; inhibition, % at 3.6 µM; AID 588352, 2011; Nuclear receptor coactivator 3 (Homo sapiens), Q9Y6Q9; hit rate 0.17% among 360,000; HEK293 GAL4-SRC3 luciferase reporter;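 active = inhibition above a per-campaign cutoff, the mean of all compounds plus 3 SD, cut at about 60% in these data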;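 note: 0% = DMSO-treated cells and 100% = gossypol-treated cells at 36 µM; higher means less SRC3-driven luciferase light from the GAL4 reporter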
TRAIL sens C8: viability loss with TRAIL in NB7+C8 cells, primary screen, TRAIL sensitizer project, cell-based, ATPlite luminescence | AID 624354, 2012 | inhibition (viability loss, TRAIL sensitization), % at 10 µM | hit rate 1% among 360,000;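 active = compounds causing at least 50% loss of cell viability in the single-dose screen, relative to plate controls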
Vif imaging: HIV Vif self-association inhibitors, primary screen, imaging, HEK293T, single point; HEK293T cells, Vif self-association by quenched fluorescence, 24 h; inhibition, % at 7.49 µM; hit rate 0.35% among 340,000; AID 602346, 2012; in the data active = inhibition above about 50%, passing the limit was not always enough; note: some results filed as inactive read as strong as hits
SRC2 inh: inhibition of GAL4-SRC2 driven luciferase reporter, primary screen, SRC2 inhibitor project, cell-based, luminescence; inhibition, % at 9 µM; hit rate 0.17% among 370,000; HEK293 GAL4-SRC2 luciferase reporter;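 active = inhibition above the mean inhibition of all tested compounds plus 3 SD, set per campaign, cut at about 52% in these data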;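 note: 0% = DMSO treated cells and 100% = cells given Gossypol at 36 µM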
TLR9-MyD88 block: inhibitors of TLR9-MyD88 association in cells, primary screen, cell-based, CHO, BLA complementation, fluorescence. inhibition, % at 4.98 µM. hit rate 0.21% among 340,000. AID 504734, 2011. Toll-like receptor 9 (Homo sapiens) + Myeloid differentiation primary response protein …. CCF4 FRET ratio;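 active = inhibition above the mean over all tested compounds plus 3 SD, cut at about 21% in these data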;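 note: 0% = DMSO only wells and 100% = clavulanate BLA inhibitor control wells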
Target sequence (Q99836 whole entry, looked up): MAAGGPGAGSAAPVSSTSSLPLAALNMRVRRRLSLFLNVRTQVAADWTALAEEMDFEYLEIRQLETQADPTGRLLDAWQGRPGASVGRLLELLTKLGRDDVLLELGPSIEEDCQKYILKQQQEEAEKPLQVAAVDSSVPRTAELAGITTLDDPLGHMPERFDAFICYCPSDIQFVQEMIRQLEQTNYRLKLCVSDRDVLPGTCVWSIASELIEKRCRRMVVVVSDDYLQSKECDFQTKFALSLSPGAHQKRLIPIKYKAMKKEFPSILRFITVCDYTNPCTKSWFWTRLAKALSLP
Target sequence (Q9NR96 whole entry, looked up): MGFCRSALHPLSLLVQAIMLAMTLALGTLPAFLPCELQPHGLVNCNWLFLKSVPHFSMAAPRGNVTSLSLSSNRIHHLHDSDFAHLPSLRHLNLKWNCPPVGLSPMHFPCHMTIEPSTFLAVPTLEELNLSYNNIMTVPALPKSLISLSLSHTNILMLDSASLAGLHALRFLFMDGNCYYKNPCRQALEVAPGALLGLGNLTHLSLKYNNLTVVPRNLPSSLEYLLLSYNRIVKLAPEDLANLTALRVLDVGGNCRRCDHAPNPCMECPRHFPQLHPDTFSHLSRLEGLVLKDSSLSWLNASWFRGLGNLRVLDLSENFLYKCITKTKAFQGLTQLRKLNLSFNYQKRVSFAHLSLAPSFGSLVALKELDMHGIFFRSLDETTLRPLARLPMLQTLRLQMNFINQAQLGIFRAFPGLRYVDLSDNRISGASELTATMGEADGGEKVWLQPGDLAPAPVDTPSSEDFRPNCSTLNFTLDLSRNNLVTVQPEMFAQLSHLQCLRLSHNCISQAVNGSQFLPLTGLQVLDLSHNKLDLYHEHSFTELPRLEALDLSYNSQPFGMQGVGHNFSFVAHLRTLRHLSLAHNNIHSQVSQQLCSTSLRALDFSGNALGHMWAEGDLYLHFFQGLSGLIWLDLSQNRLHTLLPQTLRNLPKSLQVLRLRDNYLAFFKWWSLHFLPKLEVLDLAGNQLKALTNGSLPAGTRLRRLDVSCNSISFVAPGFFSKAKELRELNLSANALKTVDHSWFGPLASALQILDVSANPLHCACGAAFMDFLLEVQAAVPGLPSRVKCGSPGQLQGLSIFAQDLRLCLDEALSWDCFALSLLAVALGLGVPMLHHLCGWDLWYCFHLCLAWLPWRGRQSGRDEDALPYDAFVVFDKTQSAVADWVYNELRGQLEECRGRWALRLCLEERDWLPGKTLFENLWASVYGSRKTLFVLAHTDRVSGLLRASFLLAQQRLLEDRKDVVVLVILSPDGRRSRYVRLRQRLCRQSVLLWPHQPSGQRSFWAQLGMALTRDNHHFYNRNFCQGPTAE
NOD2-RIPK2 inh: NOD2-RIPK2 binding disruptors in cells, primary screen, fluorescence, CHO cells, BLA complementation; CCF4 ratio; inhibition, % at 4.98 µM; hit rate 0.38% among 360,000; in the data active = inhibition above about 21%;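 note: 0% = vehicle only and 100% = reference blocker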
SRC1 inh: SRC1 coactivator transcriptional activity inhibitors, primary screen, cell-based, luminescence | Nuclear receptor coactivator 1 (Homo sapiens), Q15788 | HEK293 GAL4-SRC1 luciferase reporter | inhibition, % at 3.6 µM | hit rate 0.12% among 360,000 | AID 588354, 2011;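 active = inhibition above the campaign mean plus 3 SD, with each screening campaign given its own cutoff, cut at about 60% in these data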;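 note: 0% = DMSO treated cells and 100% = gossypol at 36 µM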
Starred values were filed as active, the others as inactive; x = no result given. An excerpt. The share of hits here may be higher or lower than overall.

SMILES	EBV LMP1 NFkB	TROY signal inh	LRH-1 inv ag	COUP-TFII inh	NCOA3 inh	TRAIL sens C8	Vif imaging	SRC2 inh	TLR9-MyD88 block	NOD2-RIPK2 inh	SRC1 inh
COCCN(C(=O)COC(=O)c1ccc2c(c1)OCCO2)c1c(N)n(Cc2ccccc2)c(=O)[nH]c1=O	-2	6	4	11	-6	-17	x	15	1	-5	-34
CCC(C)NCCOCCOc1ccc(Br)cc1C (centres undefined)	-8	-18	-1	-10	12	0	8	-23	-2	-12	7
O=C(Nc1ccccc1Sc1ccccc1)c1ccc(F)cc1	-11	-36	-3	11	6	4	-7	-8	7	-14	-13
CC1(C)CC(=O)C=C(NCc2cccc(C(F)(F)F)c2)C1	-4	3	-4	-2	10	4	-1	9	3	-10	8
O=C(NCCc1c[nH]c2ccccc12)C1CCN(Cc2ccc(Br)cc2)CC1	-7	1	5	26	-4	14	-4	-3	-4	12	11
CN(C)c1ccc(C=C2C(=O)OC(C)(C)OC2=O)cc1	-10	0	-6	1	7	-3	6	4	5	-11	-3
O=C1COc2ccc(C(=O)NCc3ccco3)cc2N1	1	-21	16	12	24	7	-10	-2	6	-7	17
O=C(COC(=O)c1ccco1)Nc1nnc(-c2ccccc2)o1	4	-13	7	-16	13	-12	13	-48	5	-6	22
O=C(NCc1ccc(F)cc1)c1noc2c1CCCCC2	-6	-25	-49	-9	-25	0	x	-17	-7	3	-17
Cc1ccc(Cl)cc1NC(=O)c1ccccc1OCC(=O)Nc1ccc(Cl)cc1	-30	8	26	17	11	5	-4	-4	0	5	8
COc1ccc(CN2CCC3CC2c2cc(Cl)ccc23)cc1 (centres undefined)	6	-2	-10	-15	4	0	x	-5	-3	1	-13
COc1cccc(-c2ccc(=O)n(CC(=O)NCCN3CCOCC3)n2)c1	-7	9	12	3	10	-14	13	3	-10	1	-19
COc1ccc(NC(=O)CN(C)C(=O)c2ccc3c(c2)OCCO3)cc1	-4	-7	-6	1	-6	-3	-12	6	1	-8	-5
CN(Cc1cccs1)c1ncnc2sccc12	20	25	-16	20	-3	0	-13	19	0	-8	10
CC(C)CC(COCc1ccc(Cl)cc1)N1CCN(C(=O)c2cccc(C(F)(F)F)c2)CCC1=O (centres undefined)	6	9	13	18	4	-1	-1	-19	-6	2	-3
COc1ccc(S(=O)(=O)O/N=C2\CCSc3ccc(C)cc32)cc1	2	-17	16	-11	7	-7	9	-7	3	0	-10
COc1ccccc1NC(=O)Nc1ccc(S(=O)(=O)Nc2onc(C)c2C)cc1	14	-12	-3	13	-4	-1	0	-6	-10	4	-2
Brc1cnc2nc(SC/C=C/c3ccccc3)[nH]c2c1	-12	-65	2	-7	20	-4	-2	-1	8	-9	-1
Cc1cc(-c2ccc(Br)s2)nc(-n2cccc2)n1	-16	-16	-4	1	-5	7	-3	-16	3	-4	-28
COc1ccc(N(C)C(=O)Cc2c(C(=O)O)n(C)c3ccccc23)cc1	6	-5	15	-13	-10	3	11	10	5	7	-11
Cc1cc(Cl)nc(Cl)c1C(=O)NC(=O)NCCC(C)C	10	-5	16	4	11	2	1	-12	1	0	3
Cc1cc(C(=O)OCC(=O)Nc2ccccc2[N+](=O)[O-])c2ccccc2n1	0	-1	-9	9	-23	-9	-4	-8	9	-4	-11
CCOc1ccc(CCNC(=O)COC(=O)C2CCN(S(=O)(=O)c3ccc(C)c(C)c3)CC2)cc1OCC	-16	13	18	13	3	11	x	4	4	-7	8
O=C(c1cc(=O)c2ccccc2o1)N1CCCc2ccccc21	-9	28	-7	11	6	6	-1	-11	2	2	6
Cc1ccccc1-c1nnc(CN2CCN(C(=O)c3ccco3)CC2)o1	-2	-26	-1	4	4	-10	3	-20	-4	-12	-5
COc1ccc(C(=O)C=Cc2ccc(OCc3ccccc3)c(OC)c2)cc1OC	0	-12	-9	20	9	-13	-14	8	7	-5	9
CCOc1nsc(OCC)n1	6	0	-5	-2	-3	-4	9	-14	-2	-2	4
Cc1cc(C)c(NC(=O)CN(C)C(=O)C2CC(=O)N(c3cccc4ccccc34)C2)c(C)c1 (centres undefined)	2	-3	4	2	19	-19	-5	-17	-2	-3	-4
Cc1ccc(S(=O)(=O)/N=C2/NC(=O)/C(=C/c3ccccn3)S2)cc1	-3	0	6	9	4	5	3	-28	-6	-6	0
CC(C)(Oc1ccc(Cl)cc1)C(=O)N1CCN(c2ccccn2)CC1	-4	22	6	4	14	-9	-3	4	4	5	-4
O=C(Nc1ccc(Cl)cc1)c1ccc2c(c1)S(=O)(=O)c1ccccc1C2=O	2	-8	-19	7	13	16	11	-5	0	6	3
NS(=O)(=O)c1ccc(CCn2c(=S)[nH]c3ccc(F)cc3c2=O)cc1	-2	-20	12	3	12	1	-3	-13	7	3	6
O=C(CCC(=O)c1ccccc1)NC1CCCN(Cc2ccccc2F)C1 (centres undefined)	6	11	-4	-7	8	-6	-24	7	-5	-11	-12
COc1ccc(/C=C/C(=O)NCCCNC(=O)/C=C/c2ccc(OC)c(OC)c2)cc1OC	2	3	15	10	17	-21	6	-12	4	-2	1
CC1CC(C)CN(S(=O)(=O)c2ccc3c(c2)CC(=O)N3)C1 (centres undefined)	-8	10	11	3	6	2	11	-1	-5	-3	2
Cc1ccc(S(=O)(=O)NC(CC(=O)NC2CCCC2)c2ccco2)cc1 (centres undefined)	-9	5	13	-3	17	1	x	0	-3	2	-6
CC1(c2nnc(Cc3ccccc3)o2)CC(c2ccc(Cl)cc2)=NO1 (centres undefined)	0	5	13	-7	-12	4	-4	5	-1	12	-5
Cc1sc2ncn(CC(=O)NCCCC(=O)Nc3ccc(C(C)C)cc3)c(=O)c2c1C	-24	-3	8	10	3	-21	5	6	9	10	-5
Cn1ncc2c(Nc3ccc4ccccc4c3)ncnc21	-16	-54	-95	-46	-57	30	-2	-59	0	1	-84
CC(C)c1ccc(C=NNc2ccc([N+](=O)[O-])cn2)cc1	-55	-38	-46	-60	-136	4	-5	-86	20	20	-97

Quoted at random: 3 compounds from above.
SMILES	EBV LMP1 NFkB	TROY signal inh	LRH-1 inv ag	COUP-TFII inh	NCOA3 inh	TRAIL sens C8	Vif imaging	SRC2 inh	TLR9-MyD88 block	NOD2-RIPK2 inh	SRC1 inh
NS(=O)(=O)c1ccc(CCn2c(=S)[nH]c3ccc(F)cc3c2=O)cc1	-2	-20	12	3	12	1	-3	-13	7	3	6
CCOc1ccc(CCNC(=O)COC(=O)C2CCN(S(=O)(=O)c3ccc(C)c(C)c3)CC2)cc1OCC	-16	13	18	13	3	11	x	4	4	-7	8
COc1ccc(/C=C/C(=O)NCCCNC(=O)/C=C/c2ccc(OC)c(OC)c2)cc1OC	2	3	15	10	17	-21	6	-12	4	-2	1

New compounds follow.
SMILES	EBV LMP1 NFkB	TROY signal inh	LRH-1 inv ag	COUP-TFII inh	NCOA3 inh	TRAIL sens C8	Vif imaging	SRC2 inh	TLR9-MyD88 block	NOD2-RIPK2 inh	SRC1 inh
Cn1c(SCC(=O)Nc2ncc(C(F)(F)F)cc2Cl)nnc1-c1ccc(Cl)cc1	-4	15	-5	-15	13	-14	-1	-5	-5	1	16
CC(C)Cn1c2c(c(=O)[nH]c1=O)C(NS(=O)(=O)c1ccc(Cl)cc1)(C(F)(F)F)C(=O)N2 (centres undefined)	-3	-8	10	3	18	9	-7	2	1	-1	-5
CSc1ccccc1NC(=O)N1CCC(CO)(CC2CCCCO2)CC1 (centres undefined)	-7	10	8	-4	4	4	1	-3	0	0	7
CC1(C(=O)NS(=O)(=O)c2ccc(Cl)cc2)CCN1C(=O)CC1CC1 (centres undefined)	x	5	-18	-2	-20	-3	-2	-2	x	1	4
Cc1cccc(C(P(=O)(c2ccccc2)c2ccccc2)P(=O)(c2ccccc2)c2ccccc2)n1	-12	-1	8	3	10	-4	0	-3	-6	-1	17
Cc1ccccc1C(=O)NC1CCS(=O)(=O)C1 (centres undefined)	-1	11	-6	27	10	21	13	3	-4	-3	-12
CC(OC(=O)Cn1cnc2ccccc2c1=O)C(=O)NCc1ccccc1 (centres undefined)	5	0	10	-15	-5	-7	-3	4	-5	-2	-4
Cc1ccc(OCC(=O)N(Cc2ccc(N(C)C)cc2)C2CCS(=O)(=O)C2)cc1 (centres undefined)	-14	4	0	-6	15	-11	5	-8	12	0	-4
CCC1CCc2sc(C(=O)NCC3CCCO3)cc2C1 (centres undefined)	-20	-35	-133	-33	-67	20	-10	-39	7	9	-128
Cc1cccc(NC(=O)c2cnccn2)c1	-3	-25	-31	-26	-9	4	24	-22	10	-3	-18
O=C(Nc1ccc(N2CCOCC2)cc1)c1c(F)cccc1Cl	-7	-27	-4	0	1	-2	-11	1	7	3	-12
Cc1ccc(NC(=O)COC(=O)c2ccco2)cc1	-1	-39	14	-2	7	-2	-2	2	1	-7	-8
O=C(COC(=O)/C=C/c1ccc(S(=O)(=O)N2CCOCC2)cc1)NCc1ccc(F)cc1	-11	9	-4	-18	12	5	13	14	7	8	-22
CC(=O)N1CCc2cc(S(=O)(=O)CCC(=O)Nc3cccc(F)c3)ccc21	-1	21	-1	-2	-3	-6	13	-1	-8	5	5
CC(C)(C)SC(=O)C[C@@H]1NS(=O)(=O)OC2CCCCC21 (some centres undefined)	4	2	24	4	-5	19	-7	0	6	3	-16
O=C(C1CCC(CNS(=O)(=O)c2cccc3cccnc23)CC1)N1CCc2ccccc21 (centres undefined)	7	35	0	7	4	2	-13	1	0	-3	-3
Cc1ccc(CNC(=O)c2ccc(S(=O)(=O)N3CCCCC3)cc2)cc1	-2	-1	-15	-5	-10	-7	7	-25	-12	-12	0
CCOc1ccc(S(=O)(=O)N(CC(=O)NCC(F)(F)F)Cc2ccco2)cc1	-2	9	-7	2	19	2	-4	10	-1	1	-1
COc1ccc(NC(=O)C2CC(=O)N=C(N)S2)cc1 (centres undefined)	-6	1	-7	14	12	-14	11	-1	-3	-7	4
O=C(O)CCC(=O)Nc1cccc(C(=O)c2ccccc2)c1	-6	3	-10	24	13	2	-3	-4	9	4	3
CC(C(=O)N1CCOCC1)n1cc([N+](=O)[O-])cn1 (centres undefined)	-7	-7	-5	2	6	-15	-1	-3	-2	0	7
COC(=O)c1sc2ccccc2c1N	-20	-32	-35	-13	-37	-19	6	-17	6	-4	-39
Cc1ccc(CNC(=O)C2CCC(=O)N2C(C)C)cc1 (centres undefined)	-3	2	1	18	8	4	1	-21	-16	1	0
C=C(C)Cn1c(CNC(C)=O)nc2ccccc21	9	-5	11	-2	6	-11	22	1	-12	-12	0
COC(=O)c1cc(S(=O)(=O)Nc2ccc(C)cn2)c[nH]1	3	10	9	-10	0	6	-7	-27	-1	1	3

Compound activity as filed in PubChem.
